Compound activity: PubChem, Sanford-Burnham Center for Chemical Genomics
SENP8 block-1 – blocks the human protease SENP8; inhibition, % at 10 µM; Q96LD8; purified SENP8, Z-RLRGG-aminoluciferin cleavage, luminescence; AID 2540; 330,000 tested, 1.2% active; in the data active = inhibition above about 50%
NALP3 yeast inh – NALP3 inhibition in yeast | inhibition, % at 10 µM | 330,000 tested, 0.39% active | Yeast reconstituted NLRP3/ASC/caspase-1, beta-gal luminescence, 24 h;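 active = inhibition of 50% or more; inactive = inhibition below 50%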;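 note: plate controls were induced DMSO wells for no effect and uninduced yeast grown without galactose for full effect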
SENP8 block-2 – blocks human SENP8 cleavage of Nedd8 substrate | AID 602440 | 360,000 tested, 0.64% active | recombinant SENP8, Nedd8 substrate fluorescence | inhibition, % at 20 µM; in the data active = inhibition mostly above about 40%, no sharp cut-off; inactive = mostly below about 27%
SENP6 block – inhibitors of human SENP6 protease; Q9GZR1; inhibition, % at 10 µM; AID 2599; 330,000 tested, 1.8% active; Recombinant SENP6 catalytic domain, aminoluciferin luminescence;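 active = inhibition above about 50% at the single tested dose, limit read from the data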;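 note: plate controls were DMSO wells with enzyme for no effect and DMSO wells lacking enzyme for full effect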
SENP1 FRET inh – SENP1 (human) catalytic domain inhibition | 360,000 tested, 0.21% active | Q9P0U3 | recombinant SENP1 catalytic domain, CyPet-SUMO1-YPet FRET cleavage | inhibition, % at 10 µM | AID 624204;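 active = inhibition at least 30% at 10 µM, raw YFP signal under a set limit, fluorescence ratio 0.5 to 1.5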;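 note: 0% = enzyme with DMSO and 100% = no enzyme wells; some results filed as inactive read as strong as hits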
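Assay system: hSENP1 catalytic domain, recombinant. Amount: SENP1 enzyme, 20 pM final. Schedule: 50 min reaction, RT, dark. Technique: FRET, CFP and YFP emission. Control set: no-enzyme wells low, DMSO-plus-enzyme wells high control.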
HKDC1 inh – HKDC1 (human) hexokinase inhibition; Q2TB90; recombinant HKDC1, G6PDH/diaphorase resazurin coupled fluorescence; inhibition, % at 20 µM; 340,000 tested, 0.16% active;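 active = inhibition above about 35% when tested at 20 µM, limit read from the data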;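 note: plate controls were DMSO wells with enzyme for no effect and DMSO wells lacking enzyme for full effect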
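Assay system – recombinant HKDC1 (HK5) hexokinase enzyme, produced in-house · Input – HKDC1 at 5 µg/mL · Reagent – glucose plus 1 mM ATP as hexokinase substrates · Timing – 90 min reaction incubation at room temperature, dark · Measured by – G6PDH/diaphorase-coupled fluorescence, 1 mM NADP, 100 µM resazurin, 525/613 nm · Benchmarks – DMSO-enzyme wells negative, buffer-substituted wells positive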
SENP7 inh – SENP7 protease inhibition | Q9BQF6 | recombinant SENP7, Z-RLRGG-aminoluciferin luminescence, 40 min | inhibition, % at 5 µM | 330,000 tested, 1.5% active | AID 434973;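 active = inhibition above about 50% at the single test dose, limit read from the data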;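 note: plate controls were DMSO with enzyme for no effect and no enzyme buffer wells for full effect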
Apaf1 inhib – human Apaf-1 inhibition. AID 489030. O14727. 330,000 tested, 0.71% active. reconstituted apoptosome caspase-3 activity, DEVD-Rh110 fluorescence. inhibition, % at 20 µM; active = inhibition of at least 40% at 20 µM;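 note: plate controls were DMSO wells for no effect and DEVD-CHO caspase inhibitor wells for full effect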
Target sequence (O14727 whole entry, looked up): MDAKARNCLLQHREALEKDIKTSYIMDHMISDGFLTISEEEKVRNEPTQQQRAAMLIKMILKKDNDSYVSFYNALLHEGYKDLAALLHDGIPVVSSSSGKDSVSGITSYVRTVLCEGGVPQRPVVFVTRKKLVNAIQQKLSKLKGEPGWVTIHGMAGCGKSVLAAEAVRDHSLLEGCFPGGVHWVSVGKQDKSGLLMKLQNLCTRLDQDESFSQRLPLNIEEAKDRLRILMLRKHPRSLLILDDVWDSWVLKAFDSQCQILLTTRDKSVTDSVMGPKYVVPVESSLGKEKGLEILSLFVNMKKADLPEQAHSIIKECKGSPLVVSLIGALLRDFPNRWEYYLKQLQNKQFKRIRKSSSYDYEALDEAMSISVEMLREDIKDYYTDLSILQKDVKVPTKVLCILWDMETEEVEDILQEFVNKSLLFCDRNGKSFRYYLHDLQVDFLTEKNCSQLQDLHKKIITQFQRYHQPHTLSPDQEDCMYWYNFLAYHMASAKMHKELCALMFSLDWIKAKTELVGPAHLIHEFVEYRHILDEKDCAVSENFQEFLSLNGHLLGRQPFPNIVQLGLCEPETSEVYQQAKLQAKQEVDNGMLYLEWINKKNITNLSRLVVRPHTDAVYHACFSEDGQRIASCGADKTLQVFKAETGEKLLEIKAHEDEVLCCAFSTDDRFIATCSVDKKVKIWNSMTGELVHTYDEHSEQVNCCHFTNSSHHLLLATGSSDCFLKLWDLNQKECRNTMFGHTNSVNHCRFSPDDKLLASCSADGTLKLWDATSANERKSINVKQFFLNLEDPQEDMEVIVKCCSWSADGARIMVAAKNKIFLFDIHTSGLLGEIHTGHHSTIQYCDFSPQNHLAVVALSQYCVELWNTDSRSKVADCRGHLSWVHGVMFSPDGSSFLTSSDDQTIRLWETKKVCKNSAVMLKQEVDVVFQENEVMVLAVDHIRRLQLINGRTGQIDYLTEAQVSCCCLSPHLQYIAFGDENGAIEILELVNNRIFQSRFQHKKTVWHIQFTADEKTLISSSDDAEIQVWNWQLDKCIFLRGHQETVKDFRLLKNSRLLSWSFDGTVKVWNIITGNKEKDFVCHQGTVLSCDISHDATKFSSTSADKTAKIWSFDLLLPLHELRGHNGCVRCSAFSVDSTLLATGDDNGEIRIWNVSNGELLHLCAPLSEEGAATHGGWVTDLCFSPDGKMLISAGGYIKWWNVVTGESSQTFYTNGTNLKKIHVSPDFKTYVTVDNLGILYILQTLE
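System: reconstituted apoptosome with Apaf-1, cytochrome c, caspase-9, procaspase-3, dATP; Signal: Rh110 fluorescence intensity; Schedule: 30 min compound preincubation, 50 min activation, room temperature; Reagent: cytochrome c trigger plus (Z-DEVD)2-Rh110 caspase-3 substrate.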
PfGluPho inh – PfG6PD (Plasmodium falciparum) enzyme inhibition. PfGluPho enzyme, NADPH resazurin-diaphorase fluorescence. inhibition, % at 20 µM. 350,000 tested, 0.78% active;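 active = inhibition reaching at least a set limit at 20 µM in the primary screen, cut at about 59% in these data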;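 note: 0% = DMSO wells with substrate and 100% = DMSO wells lacking glucose-6-phosphate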
* marks the source's active call; other numbers are inactive results; i = inactive; x = no result given.

entry	smiles	NALP3 yeast inh	Apaf1 inhib	SENP7 inh	HKDC1 inh	SENP6 block	SENP8 block-1	SENP8 block-2	PfGluPho inh	SENP1 FRET inh
1	O=C(CCCCl)Nc1c2c(nn1-c1ccccc1)CSC2	-3	1	11	-3	7	-2	14	1	2
2	COc1ccc(C(c2c(C)[nH]n(-c3ccccc3)c2=O)c2c(C)[nH]n(-c3ccccc3)c2=O)cc1OC	-9	97*	31	-2	8	-4	84*	-16	2
3	CC(=O)Cn1c(CN2CCN(C(=O)c3ccco3)CC2)nc2c1c(=O)n(C)c(=O)n2C	-3	-3	11	-5	-7	-5	0	8	2
4	Cc1ccc(-c2cc(C(=O)NCCCN3CCOCC3)c3ccccc3n2)cc1	17	4	1	-8	-9	7	-365	9	-2
5	COC(=O)Cc1c(C)nc2nc(-c3cccnc3)[nH]n2c1=O	7	5	-14	-1	-14	-14	20	4	0
6	CCn1c(SCC(=O)N(C)C2CCCCC2)nc2cc(S(N)(=O)=O)ccc21	5	-5	2	-4	-5	-4	16	17	0
7	O=C(CSc1nc2ccccc2[nH]1)NCc1ccc2c(c1)OCO2	8	2	1	2	-11	-3	17	6	-1
8	CCn1c(SCc2ccc(Cl)cc2Cl)nc2nc3c(cc2c1=O)CCCC3	0	23	4	-10	-9	-1	6	-2	-2
9	CCCCNc1c(N)n(CCCC)c(=O)[nH]c1=O	-10	7	-8	x	0	-11	x	x	x
10	COc1ccc(CCN2C(=O)C3C4C=CC(C3C2=O)C2C(=O)N(CCc3ccc(OC)c(OC)c3)C(=O)C42)cc1OC (stereo not given)	10	-4	-3	-7	-7	2	5	-2	-1
11	CC(C(=O)O)n1cc(Cl)cn1 (stereo not given)	8	15	12	-11	3	0	1	-5	0
12	CCOc1ccccc1/C=C/C(=O)N1CCN(C(=O)c2ccco2)CC1	16	-5	4	-3	-9	8	-82	-7	1
13	O=C(O)CCCCCNc1nc(=S)[nH]c2ccccc12	4	-2	2	-4	-9	-5	18	-17	2
14	Cc1ccc(C(=O)N/N=C\C=C\c2ccccc2[N+](=O)[O-])cn1	-5	6	-2	-4	-3	-9	26	3	1
15	CCCCOc1ccc(C(=O)NCC2(c3ccc(OC)cc3)CCOCC2)cc1	7	2	2	-13	2	7	3	5	1
16	CCN(CC(=O)Nc1ccc(C(=O)OC)cc1)Cc1ccccc1	30	8	7	7	-7	4	11	-10	0
17	CCN1C(=O)/C(=C/c2nc3ccccc3c(=O)n2-c2ccc(C)cc2)c2ccccc21	16	20	5	-8	-1	-8	20	5	2
18	CCC(C)c1ccc(OCCn2cc(/C=N/NC(=O)CSc3nnc(C)s3)c3ccccc32)cc1 (stereo not given)	16	19	2	-1	-1	-4	11	4	-2
19	Cc1nn(C)c(C(=O)N/N=C/c2cccnc2)c1Br	5	6	12	2	-16	-6	8	-6	4
20	CCCCC(=O)Nc1ccc(C(=O)NCCc2ccc(S(N)(=O)=O)cc2)cc1	16	1	1	-12	3	0	12	-17	0
21	Cc1ccc(NC(=O)COC(=O)C2COc3ccccc3O2)cc1 (stereo not given)	10	-9	0	1	6	6	2	-21	4
22	Nn1c(SCC(=O)N2CCCCCC2)nnc1-c1ccncc1	-10	-12	13	-17	4	2	8	-6	0
23	COc1ccc(NC(=O)CN2C(=O)C(c3ccccc3)=NC23CCCCCC3)cc1OC	7	10	9	14	12	4	-9	-11	0
24	CCNC(=O)CCSc1nc(C)cc(C)n1	19	6	0	-6	1	5	1	31	-1
25	O=C(Nc1nnc(SCc2ccc(F)cc2)s1)C1Cc2ccccc2CN1C(=O)c1ccco1 (stereo not given)	16	28	20	8	7	-5	-1	-26	-13
26	O=C(CSc1n[nH]c(=O)n1Cc1ccco1)c1ccc2c(c1)OCCO2	6	0	-1	-6	-3	-12	14	-3	0
27	CCN(CC)CCN1C(=O)C(=O)/C(=C(/O)c2ccc(S(=O)(=O)N3CCOCC3)cc2)C1c1ccc(C)cc1 (stereo not given)	5	-1	0	3	-4	0	8	-2	1
28	O=C(O)c1ccc(OCCn2ccnc2)cc1	1	1	-5	-5	41	-6	0	3	2
29	CC(C)c1onc(C(=O)Nc2cccc(Cl)c2)c1[N+](=O)[O-]	11	8	-1	0	0	-9	17	17	1
30	O=c1c(Cl)c(O)c2cccc3c4ccccc4n1c23	5	1	2	20	5	1	-408	16	3
31	COc1ccc([C@H]2CC(=O)C=C(c3ccccc3OC)C2)cc1OC	3	13	3	-4	-3	-4	3	4	3
32	Cc1ccn2cc(-c3ccc(Br)cc3)nc2c1	45	-11	97*	-6	92*	94*	-424	57	1
33	CCOC(=O)c1nn(-c2ccc(OC)cc2)c(=O)c2c(N)scc12	15	20	-6	10	25	3	41*	34	5
34	COc1ccc(CCN2CCCC(CN(C)Cc3cccc(OC)c3)C2)cc1 (stereo not given)	24	10	-15	-2	-5	-4	15	-2	-2
35	O=C(NCCn1cccn1)c1ccc(OC2CCN(C(=O)C3CC3)CC2)cc1	10	-12	-6	-1	0	3	8	-16	0
36	CCOC(=O)/C(C#N)=C\C1=C(N2CCCC2)CC(C)(C)OC1	13	-3	5	3	-15	2	19	4	-38
37	COc1ccc([C@H]2[C@H](C(=O)OC(C)(C)C)N3N=Cc4ccccc4C3C23C(=O)c2ccccc2C3=O)c(OC)c1 (stereo not given in full)	7	22	-7	25	-3	-11	28	6	3
38	CC(C)CN(C(=O)CN1CCN(c2cccc(Cl)c2)CC1)c1c(N)n(CC(C)C)c(=O)[nH]c1=O	19	0	6	-10	4	9	1	-7	-4
39	Cc1c(Cc2ccccc2)c(NCCN(C)C)n2c(nc3ccccc32)c1C#N	45	2	-2	3	-5	-7	i	1	-43
40	Cc1ccc(C(c2nnnn2CCc2ccccc2)N2CCSCC2)cc1 (stereo not given)	12	18	-2	-1	-23	-10	28	-9	1
41	COC(=O)c1ccc(Oc2nc(N(C)C)nc(N3CCOCC3)n2)cc1	15	-16	2	4	7	5	14	0	2
42	Cc1cc(=O)n2nc(N3CCC(C(=O)NCc4ccccc4F)CC3)sc2n1	14	2	-5	0	-6	2	12	-3	2
43	COc1cc(C2c3cc4c(cc3OC(N3CCCCC3)C2C)OCO4)cc(OC)c1O (stereo not given)	x	x	x	0	x	x	12	12	0
44	Cc1cccc(OCc2nc(-c3ccc(Br)o3)no2)c1	12	2	2	2	-12	-2	9	0	-1
45	COc1ccc(C(=O)N/N=c2\oc3ccccc3cc2C(N)=O)cc1	6	-7	10	-9	21	2	-84	5	0
46	CC(=O)C1=NOC(CNc2ncc(C(F)(F)F)cc2Cl)C1 (stereo not given)	15	3	2	-10	8	-3	8	21	-1
47	O=C(Nc1cccc(CCc2ccccn2)c1)c1cc(F)c(F)cc1Cl	-4	-109	-11	-3	10	2	15	2	1
48	Fc1ccc(OCCCn2ccnc2)cc1	14	-4	6	1	-2	-1	1	-23	0
49	COc1ccc(Cl)cc1NC(=O)CN1CCN(Cc2ccccc2)CC1	21	1	-10	-3	-11	-12	3	0	0
50	CC1(N2CCOCC2)CC2(O)C(=[N+]1[O-])CCc1c2no[n+]1[O-] (stereo not given)	7	24	-3	9	-11	6	32	17	6
51	CCOC(=O)N1CCC(NC(=O)Cn2cc3c(n2)CCC(C)C3)CC1 (stereo not given)	14	-9	1	-3	-6	-1	2	1	2
52	Cc1ccc(C)c(N(CC(=O)NCCC2=CCCCC2)S(C)(=O)=O)c1	8	-17	8	-3	13	3	11	-10	0
53	C#CCOCCOCCOCCNc1nc(N2CCN(C(=O)Cn3cc(CC(C)O)nn3)CC2)nc(N2CCN(C(=O)[C@H]([C@@H](C)CC)n3cc(CCCCN)nn3)CC2)n1 (stereo not given in full)	x	x	x	-5	x	x	8	30	-6
54	CCCN=C1CC(C)(C)CC(=O)/C1=C(/O)CCCN1C(=O)c2ccccc2C1=O	1	-2	6	-3	-3	2	10	-9	-2
55	O=C(c1ccc(Cl)c([N+](=O)[O-])c1)N1CCN(c2ccccn2)CC1	16	6	1	-6	10	2	6	-10	5
56	COc1ccc(Nc2oc(-c3ccc(Cl)cc3)nc2C#N)cc1	16	9	2	-2	1	-4	-267	6	-52

(listing goes on)
entry	smiles	NALP3 yeast inh	Apaf1 inhib	SENP7 inh	HKDC1 inh	SENP6 block	SENP8 block-1	SENP8 block-2	PfGluPho inh	SENP1 FRET inh
57	CCNC(=O)N(CC)C[C@H]1N[C@@](C)(C(=O)OC)[C@H]2C(=O)N(C)C(=O)[C@@H]12	-4	-3	-1	-3	-14	-3	2	-9	0
58	O=C(NC(=S)Nc1ccc(Cl)cc1Cl)C1CC1	33	14	11	5	6	-8	-4	2	0
59	Cc1cc(C)c(OCC(=O)Nc2nnn(C)n2)c(Br)c1	10	15	6	1	-9	-5	28	-10	1
60	COc1ccc(NC(=S)NC(=O)C2CCCCC2)cc1	19	9	-7	-7	10	-7	5	7	2
61	O=C(Nc1cccc(-c2cn3cccnc3n2)c1)c1ccc2c(c1)OCO2	-3	-20	0	-6	-6	0	-357	18	-3
62	COc1ccc2nc(C)cc(SCC(=O)NNC(=O)COc3cccc4ccccc34)c2c1	1	14	-13	2	-11	-7	-9	-10	0
63	O=C(c1cc2c(s1)CCCC2)N1CCN(CCO)CC1	23	11	-1	-8	-8	-11	15	-8	2
64	Cc1ccc(NCC(=O)N/N=C/c2c[nH]c3ccccc23)cc1	-1	2	7	7	-8	1	17	11	0
65	CCn1c(=O)cc(SCC(=O)NCCCN2CCC(C)CC2)c2ccccc21	9	6	12	-5	-6	4	-15	12	0
66	O=C(OCc1cc(=O)n2c(n1)sc1ccccc12)c1ccc(O)cc1	5	14	-6	1	8	-11	-115	-20	-8
67	CC(NC(=O)c1c(F)cccc1Cl)c1ccc(-n2ccnc2)cc1 (stereo not given)	6	6	-11	-5	-20	-4	-3	11	-2
68	COc1ccc(CNC(=O)c2c(O)c3ccccc3n(C)c2=O)cc1	2	12	4	4	-12	-6	-26	-10	-1
69	Cc1ccc(NC(=O)C(C)N2C(=O)c3ccccc3C2=O)cc1 (stereo not given)	18	1	0	-2	-44	-6	20	-13	-1
70	O=C(CCC(=O)OCc1cccc([N+](=O)[O-])c1)Nc1ccccc1Cl	16	10	5	-9	0	0	1	23	0
71	Cc1cc(C)cc(Oc2ccc(N)cc2)c1	40	0	-11	-5	-1	4	16	5	1

4 of the compounds above, screen by screen.
66	O=C(OCc1cc(=O)n2c(n1)sc1ccccc12)c1ccc(O)cc1
67	CC(NC(=O)c1c(F)cccc1Cl)c1ccc(-n2ccnc2)cc1 (stereo not given)
68	COc1ccc(CNC(=O)c2c(O)c3ccccc3n(C)c2=O)cc1
69	Cc1ccc(NC(=O)C(C)N2C(=O)c3ccccc3C2=O)cc1 (stereo not given)
screen / no. | 66 | 67 | 68 | 69
NALP3 yeast inh | 5 | 6 | 2 | 18
Apaf1 inhib | 14 | 6 | 12 | 1
SENP7 inh | -6 | -11 | 4 | 0
HKDC1 inh | 1 | -5 | 4 | -2
SENP6 block | 8 | -20 | -12 | -44
SENP8 block-1 | -11 | -4 | -6 | -6
SENP8 block-2 | -115 | -3 | -26 | 20
PfGluPho inh | -20 | 11 | -10 | -13
SENP1 FRET inh | -8 | -2 | -1 | -1
